From PubChem BioAssay
Tau fluor cs – Counterscreen qHTS for Inhibitors of Tau Fibril Formation, Fluorescence Polarization; actives 0.93% (n = 280,000); tau K18 P301L Alexa594 fluorescence, heparin fibrillization; AID 1463, 2008; Potency, µM (titrated, usually from 57.7 µM), without a hit: top-dose activity change, negative = decrease; also: % is scaled to controls: 0 for no effect and ±100 for the full control effect; nearly all actives have a fitted effect of over 55% in size
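Human K18 P301L tau (15 uM unlabeled plus 0.24 uM Alexa 594-labeled, final) in 100 mM sodium acetate pH 7 was mixed with compound and 20 uM heparin and incubated 6 hr at 37 C.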
HTT cytoprotect – qHTS Multiplex Assay to Identify Dual Action Probes in a Cell Model of Huntington: Cytoprotection (ATP); PC12 HTT-Q103 induced, cytoprotection, ATP luminescence, 40 h; Potency, µM (series often up to 56.4 µM), for inactives: cytoprotection (ATP increase), hits mostly activators; actives 0.14% (n = 230,000); AID 1471, 2008;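 also: % of control where 0% means no effect; nearly all actives have a fitted effect of over 45% in size; toxic huntingtin expression switched on by the ecdysone agonist tebufenozide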
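Cells were plated at 1500 per well in phenol red-free DMEM with 5% equine and 5% calf serum. Tebufenozide (100 nM final) and compounds were added, then ATPlite reagent, and luminescence was read.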
GAA inh – qHTS Assay for Inhibitors of Human alpha-Glucosidase as a Potential Chaperone Treatment of Pompe Disease; purified human GAA, 4-MU-alpha-glucoside fluorescence; Potency, µM (series often up to 76.9 µM), without a hit: top-dose activity change, negative = inhibition, most hits filed as inhibitors; actives 0.005% (n = 200,000); Lysosomal alpha-glucosidase (Homo sapiens), P10253; AID 1466, 2008;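 also: plate controls were uninhibited enzyme wells for no effect and no-enzyme background for full effect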
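Human enzyme at 4 nM with 400 uM 4-methylumbelliferyl-alpha-D-pyranoside, citrate/phosphate buffer pH 5.0, 0.005% Tween-20, 20 min at room temperature. Compounds up to 77 uM. 4-MU fluorescence (Ex 365/Em 440) read after NaOH/glycine stop; AC50 from Hill fit.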
Tau fibril ThT – qHTS for Inhibitors of Tau Fibril Formation, Thioflavin T Binding | actives 2.1% (n = 270,000) | Potency, µM (doses to about 57.4 µM), for inactives: at the top dose activity, negative = inhibition, usual class: inhibitors | Microtubule-associated protein tau (Homo sapiens), P10636 | recombinant tau K18 P301L (four-repeat tau fragment), heparin-induced fibrillization, ThT fluorescence | AID 1460, 2008; also: % is scaled to controls: 0 for no effect and ±100 for the full control effect; nearly all actives have a fitted effect of over 55% in size
Target sequence (P10636 561-689 P618L limits assumed): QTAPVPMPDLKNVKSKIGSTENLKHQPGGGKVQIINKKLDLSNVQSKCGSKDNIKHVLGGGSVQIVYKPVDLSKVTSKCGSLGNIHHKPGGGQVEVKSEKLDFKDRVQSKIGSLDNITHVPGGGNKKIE
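K18 P301L tau (15 uM + 0.24 uM Alexa 594-tagged), heparin 20 uM, NaOAc pH 7, 6 h 37 C; ThT 30 uM, 1 h RT, ex 450/em 510 nm.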
GAA spleen mod – qHTS Assay for Inhibitors and Activators of Human alpha-Glucosidase From Spleen Homogenate; Lysosomal alpha-glucosidase (Homo sapiens), P10253; human spleen homogenate, 4-MU-alpha-glucoside fluorescence; Potency, µM (titrated, usually from 79.9 µM), for the others: at the top dose activity change, negative = inhibition, actives largely listed as inhibitors; actives 0.006% (n = 240,000);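 also: 0% = enzyme with vehicle and -100% = no enzyme basal signal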
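Human spleen homogenate (1 ug) incubated with compounds and 1 mM 4-methylumbelliferyl-alpha-D-glucopyranoside in pH 5.0 citrate/phosphate buffer, 37 C, 40 min. Stopped at pH 10; 4-MU fluorescence (Ex 365/Em 440 nm); AC50 by Hill fit.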
Tau FP inhib – qHTS for Inhibitors of Tau Fibril Formation, Fluorescence Polarization. K18 P301L tau heparin fibrillization, Alexa594 FP, 6 h. Potency, µM (titrated, usually from 57.7 µM), without a hit: at the top dose activity, negative = inhibition, actives largely listed as inhibitors. actives 0.39% (n = 280,000); also: % is scaled to controls: 0 for no effect and ±100 for the full control effect; nearly all actives have a fitted effect of over 55% in size
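Compound effects on tau fibrillization are measured by Alexa 594 fluorescence polarization (ex 555, em 632 nm). K18 P301L tau is used at 15 uM with 0.24 uM labeled tracer, and 20 uM heparin induces aggregation over 6 hr at 37 C.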
GAA glycogen – qHTS Assay for Inhibitors and Activators of Human alpha-Glucosidase Cleavage of Glycogen. Lysosomal alpha-glucosidase (Homo sapiens), P10253. recombinant GAA, glycogen substrate, Amplex Red glucose oxidase fluorescence. Potency, µM (titrated, usually from 76.4 µM), without a hit: at the highest dose activity change, negative = inhibition, usual class: inhibitors. actives 0.38% (n = 300,000). AID 2100, 2009;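 also: 0% = full enzyme reaction and -100% = no-enzyme basal signal; the screen sought inhibitors and activators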
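Recombinant enzyme (4 nM final) with compounds titrated up to 77 uM and bovine liver glycogen (30 ug) in citrate pH 5.0, 0.01% Tween-20, 37 C 40 min. Released glucose detected by Amplex Red/glucose oxidase (Ex 573/Em 610); AC50 from Hill fits.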
GLA spleen mod – qHTS Assay for Inhibitors and Activators of Human alpha-Galactosidase From Spleen Homogenate | AID 2107, 2009 | Potency, µM (doses to about 80 µM), inactives show top-dose activity change, negative = inhibition, most hits filed as inhibitors | human spleen homogenate, 4MU-alpha-Gal fluorescence, 40 min | actives 0.008% (n = 240,000);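 also: 0% = enzyme with vehicle and -100% = no enzyme basal signal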
Target sequence (P06280 32-429 limits assumed): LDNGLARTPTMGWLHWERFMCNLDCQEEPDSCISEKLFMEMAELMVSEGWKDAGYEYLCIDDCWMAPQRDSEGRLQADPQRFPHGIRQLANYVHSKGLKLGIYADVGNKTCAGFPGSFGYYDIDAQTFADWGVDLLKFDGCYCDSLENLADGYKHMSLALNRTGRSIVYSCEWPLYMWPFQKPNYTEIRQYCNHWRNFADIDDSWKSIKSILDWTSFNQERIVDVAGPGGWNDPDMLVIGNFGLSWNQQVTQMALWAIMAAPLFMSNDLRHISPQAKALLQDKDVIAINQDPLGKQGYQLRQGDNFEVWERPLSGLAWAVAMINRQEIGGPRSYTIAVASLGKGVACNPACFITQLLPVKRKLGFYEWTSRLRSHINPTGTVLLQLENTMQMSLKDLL
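Inhibition or activation of alpha-galactosidase in human spleen homogenate is scored by 4-MU fluorescence after 40 min at 37C, pH 5.0, with 1 mM substrate. AC50s come from concentration-response fitted to the Hill equation.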
Numbers without * were called inactive; ? = inconclusive; . = not tested or not shown; [ ] = remark or other dose. Calls follow the shape of the dose curve; as a rule, active = well fitted curve in the direction sought with a large enough effect; inconclusive = small, poorly fitted or top-dose-only effect, or another doubt; inactive = no such curve, though single readings can be large; an effect the other way counts as inactive or inconclusive. Potency is read from the fitted curve at half-maximal effect.

SMILES | Tau fluor cs | HTT cytoprotect | GAA inh | Tau fibril ThT | GAA spleen mod | Tau FP inhib | GAA glycogen | GLA spleen mod
O=C(c1ccc(CNc2c(NC3CCCCC3)c(=O)c2=O)cc1)N1CCc2ccccc21 | -16.4% | -4.2% | -8.2% | -5.6% | 1.0% | 12.6% | 6.6% | -3.7%
CCOC(=O)c1ccccc1NC(=O)c1ccccc1NS(C)(=O)=O | -24.0% | ? | 0.9% | -10.9% | -8.1% | 0.6% | 1.0% | 10.6%
CC1CCC2(CC1)NC(=O)N(Cc1nc(-c3ccccc3)no1)C2=O (configuration not stated) | 0.1% | -2.8%[10 µM] | -15.2% | 4.8% | 3.7% | -7.1% | 0.0% | 6.2%
Cc1[nH]n(C)c(=O)c1C(=O)c1c(-c2ccccc2Cl)noc1C | -22.2% | 0.0%[10 µM] | 3.7% | ? | -11.9% | -4.8% | -14.1% | 8.0%
CCOC(=O)C(CC)Sc1ccc2nnc(CCNS(=O)(=O)c3ccccc3)n2n1 (configuration not stated) | -2.0% | -23.9% | -2.8% | -1.3% | 7.8% | -7.8% | -8.9% | 4.9%
O=C1Cc2ccccc2C(=O)N1CCc1ccccc1 | -16.6% | -14.7% | ? | -10.1% | 1.5% | ? | -3.2% | 3.0%
Cc1ccc(OCCN2C(=O)NC3(CCc4ccccc4C3)C2=O)cc1 (configuration not stated) | -10.8% | . | -1.0% | -13.6% | -5.9% | 7.4% | -1.4% | -0.5%
OC(COCC1COc2ccccc2O1)CN1CCc2ccccc2C1 (configuration not stated) | -6.0% | 6.0%[10 µM] | -0.8% | -5.8% | -11.8% | -8.4% | 7.8% | 1.3%
Cn1c(-n2c(CCCN3C(=O)c4ccccc4C3=O)nc3ccccc3c2=O)nc2ccccc21 | -15.4% | -32.4% | -2.6% | -10.8% | -22.5% | ? | 2.7% | ?
CN(C)CCNc1cnn(-c2ccccc2)c(=O)c1Cl | -13.7% | 3.9%[10 µM] | -3.2% | -8.3% | -7.1% | -6.4% | 7.6% | -5.1%
OC1C2COC(O2)[C@H](O)C1O (some centres not stated) | 0.1% | . | . | 3.9% | -7.6% | 4.0% | . | -16.9%
C=C(C)c1cccc(C(C)(C)NC(=O)N2CCN(C/C=C/c3ccccc3)CC2)c1 | 2.2% | -45.3%[inhibitor] | -1.0% | -14.5% | -1.0% | 2.0% | 4.9% | -8.9%
O=C(CSc1nc(N2CCCCC2)nc(N2CCCCC2)n1)N1CCN(c2ccccc2)CC1 | -2.0% | 12.7%[0.074 µM] | 1.0% | -10.8% | 3.8% | 6.6% | -6.6% | -4.8%
CC1CCCCN1CCNC(=O)CC1Oc2ccccc2NC1=O (configuration not stated) | -9.1% | 11.6% | -4.2% | -14.7% | 4.2% | 6.9% | 14.6% | 3.6%
Clc1ccc(-c2nc(/C=N/N3CCOCC3)c3ccccn23)cc1 | ? | 1.7% | 5.1% | ? | -2.4% | -5.0% | 6.5% | -13.6%
CC1SCCN1S(=O)(=O)c1ccc2ccccc2c1 (configuration not stated) | -15.7% | 8.8%[1.9 µM] | -6.2% | -12.6% | -1.6% | -7.3% | 4.2% | 3.0%
CCCc1nnc(NC(=O)CCC(=O)NCc2ccccc2OC)s1 | 1.5% | -4.8% | 5.1% | -2.4% | -2.4% | -1.1% | 5.6% | 2.6%
CCC(CC)C(=O)NCc1cccnc1 | 4.0% | . | -6.9% | 1.0% | 10.8% | 0.7% | 0.5% | 12.7%
O=C(Nc1nc2ccccc2[nH]1)c1ccccc1F | 2.9% | -170.2%[inhibitor][0.074 µM] | ? | -3.4% | -11.8% | 12.4% | -3.7% | -21.5%
O=C(/C=C/c1ccco1)Nc1ccc2nn(-c3ccccc3)nc2c1 | ? | 8.4%[10 µM] | -1.2% | ? | -4.0% | ? | 15.1% | -4.7%
CCOc1cc(/C=C(\C#N)C(N)=O)ccc1OS(=O)(=O)c1ccccc1 | 0.6% | 29.1%[10 µM] | -4.3% | -2.4% | -4.2% | 6.7% | -2.4% | -3.6%
CCC(CC)C(=O)NCCNC(=O)C(CC)CC | 4.4% | -17.1%[0.074 µM] | -2.8% | -0.4% | -8.1% | 0.2% | 4.4% | 3.4%
Cc1cccc(OCCOCCSc2ncccn2)c1 | 1.3% | 2.1% | 10.5% | -3.8% | 1.3% | 0.8% | 0.7% | 4.4%
COc1ccc(S(=O)(=O)N(C)C)cc1NC(=O)CSc1nncs1 | -3.0% | -21.8% | 5.3% | -3.5% | 3.8% | -0.4% | 6.3% | -2.1%

Profiles, looked up by structure. Order of values: Tau fluor cs | HTT cytoprotect | GAA inh | Tau fibril ThT | GAA spleen mod | Tau FP inhib | GAA glycogen | GLA spleen mod
Entry for CCOC(=O)C(CC)Sc1ccc2nnc(CCNS(=O)(=O)c3ccccc3)n2n1 (configuration not stated) → -2.0% | -23.9% | -2.8% | -1.3% | 7.8% | -7.8% | -8.9% | 4.9%
Entry for Cc1[nH]n(C)c(=O)c1C(=O)c1c(-c2ccccc2Cl)noc1C → -22.2% | 0.0%[10 µM] | 3.7% | ? | -11.9% | -4.8% | -14.1% | 8.0%
Entry for O=C(c1ccc(CNc2c(NC3CCCCC3)c(=O)c2=O)cc1)N1CCc2ccccc21 → -16.4% | -4.2% | -8.2% | -5.6% | 1.0% | 12.6% | 6.6% | -3.7%
Entry for C=C(C)c1cccc(C(C)(C)NC(=O)N2CCN(C/C=C/c3ccccc3)CC2)c1 → 2.2% | -45.3%[inhibitor] | -1.0% | -14.5% | -1.0% | 2.0% | 4.9% | -8.9%
Entry for Cn1c(-n2c(CCCN3C(=O)c4ccccc4C3=O)nc3ccccc3c2=O)nc2ccccc21 → -15.4% | -32.4% | -2.6% | -10.8% | -22.5% | ? | 2.7% | ?

The list continues:
SMILES | Tau fluor cs | HTT cytoprotect | GAA inh | Tau fibril ThT | GAA spleen mod | Tau FP inhib | GAA glycogen | GLA spleen mod
Cc1c(C(=O)NCc2cccnc2)oc2ccc(S(=O)(=O)N3CCCCCC3)cc12 | -9.5% | -5.6%[1.9 µM] | -4.7% | -0.7% | -2.6% | -1.7% | -10.5% | 0.5%
Cc1cc(C)cc(-n2c(C)c3c(C)nnc(C)c3c2C)c1 | 3.8% | . | -7.2% | ? | 2.5% | -1.6% | 2.7% | 5.7%
O=C(NC1CC1)c1cc2c(s1)CS(=O)(=O)C2 | -16.5% | -13.9% | 6.3% | -17.9% | -2.8% | -2.8% | 6.4% | -10.4%
O=c1cc(O)nc(SCc2ccccc2Cl)[nH]1 | -4.9% | -9.0% | -2.7% | -14.1% | 10.8% | ? | -3.1% | -6.4%
COc1ccc(/C=C/c2nc(C)c(-c3ccccc3)c(=O)[nH]2)cc1OC | 0.0% | 8.0%[10 µM] | -1.6% | -6.8% | -4.2% | -0.5% | 18.9% | -10.7%
CCOc1ccc(N=C2NC(=O)S/C2=C\c2ccc(N(C)C)cc2)cc1 | ? | -88.3%[inhibitor] | -3.8% | 1.12µM* | -0.4% | 7.6% | 1.6% | 3.5%
C=CCn1c(N)c(C(=O)OCC(C)C)c2nc3ccccc3nc21 | -21.6% | -31.6% | ? | -19.1% | 9.8% | -6.8% | -4.4% | ?
COc1ccc(/C=N/NC(=O)COc2ccc3ccccc3c2)c(C(=O)O)c1OC | 3.1% | 27.8%[10 µM] | -13.6% | -10.5% | -2.8% | -4.8% | 12.5% | -1.8%
NS(=O)(=O)c1ccc(NC(=O)c2csnn2)cc1 | -7.5% | . | . | ? | . | -10.1% | -2.2%[76.3 µM] | .
Cc1ccc2[nH]c3nc(CCCn4ccnc4-c4ccccc4)nnc3c2c1 | -3.5%[11.6 µM] | 1µM* | . | -7.9%[11.5 µM] | 0.8%[17.4 µM] | -1.4%[11.6 µM] | . | 2.6%[17.5 µM]
Cc1ccc(/C=C2/SC(=S)N(CCCC(=O)Nc3ccc(O)cc3)C2=O)cc1 | ? | 11.2%[10 µM] | . | ? | 6.8% | 4.4% | -3.0% | 16.9%
O=C(CN(CCN1CCOCC1)C(=O)Cn1nnc(-c2ccc(F)cc2)n1)NC1CCCCC1 | 2.6% | -10.4% | -10.2% | -4.0% | -14.8% | 0.4% | -5.9% | -6.0%
O=C1CN(C(=O)c2ccccn2)c2ccccc2N1 | -10.0% | -20.0% | -1.4% | 0.4% | 0.4% | 1.0% | -7.0% | 13.0%
O=C(NCCN1CCOCC1)c1ccc2c(c1)N(Cc1c(F)cccc1Cl)C(=O)c1ccccc1S2 | -17.4% | -54.9%[inhibitor] | -6.7% | -0.6% | -1.1% | 2.5% | 8.4% | 7.8%
O=c1cc(CSc2ccc(S(=O)(=O)N3CCCCC3)cn2)nc2sccn12 | -3.7% | 6.1% | 10.8% | -5.1% | -0.6% | -0.9% | 4.2% | 1.7%
COc1ccc2cc(-c3[nH]ncc3CN3CCCC3c3nonc3C)ccc2c1 (configuration not stated) | -22.9% | 13.9%[10 µM] | -3.9% | -15.0% | 1.0% | -0.2% | -19.8% | 4.5%
O=C(Cc1ccccc1)Nc1ccc(N2CCCCC2)cc1 | -8.0% | -119.7%[inhibitor] | -6.8% | -8.7% | 4.1% | 6.4% | -6.3% | -15.4%
CN1CCN(C(=O)C2=C[C@H](C(C)(C)C)C[C@H](OCCCCO)O2)CC1 | 7.7% | 6.2%[10 µM] | . | -1.5% | -6.3% | -7.1% | -1.4% | 5.1%
CCCCNC(=O)c1ccc(S(=O)(=O)c2ccc(Cl)cc2)c(NC(C)=O)c1 | 0.3% | 2.5% | -8.6% | 5.5% | -0.5% | 5.3% | 2.9% | -3.5%
